Screening results from PubChem.
GALK inhibitor = qHTS Assay for Inhibitors of Human Galactokinase (GALK): NCGC Sytravon Library Screen | P51570 | recombinant GALK, Kinase-Glo ATP luminescence, 1 h | Potency, µM (highest dose often 57.5 µM), for inactives: top-dose activity, negative = inhibition, most hits filed as inhibitors | 44,000 tested, under 10 active | AID 1347072, 2019;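 also: plate controls were full GALK reaction for no effect and reaction lacking GALK for full effect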
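Luminescent ATP-depletion readout (Kinase-Glo Plus) after 1 h room-temperature incubation of human GALK (5 nM) with galactose 100 µM and ATP 35 µM, pH 8.0 HEPES/Mg2+ buffer; compounds tested in qHTS format.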
FH mod = Identification of activators of human fumarate hydratase by quantitative high-throughput screening; Fumarate hydratase, mitochondrial (Homo sapiens), P07954; FH coupled MDH/diaphorase resazurin fluorescence, 15 min; Potency, µM (highest dose often 79.9 µM), for the others: top-dose activity change, negative = inhibition, hits mostly inhibitors; actives 0.22% (n = 54,000); AID 1347055, 2019; also: potency is read from the fitted curve at half-maximal effect; % is scaled to controls: 0 for no effect and ±100 for the full control effect; the screen sought activators but most active calls are inhibition curves; nearly all actives have a fitted effect of over 45% in size
Target sequence (P07954 whole entry, looked up): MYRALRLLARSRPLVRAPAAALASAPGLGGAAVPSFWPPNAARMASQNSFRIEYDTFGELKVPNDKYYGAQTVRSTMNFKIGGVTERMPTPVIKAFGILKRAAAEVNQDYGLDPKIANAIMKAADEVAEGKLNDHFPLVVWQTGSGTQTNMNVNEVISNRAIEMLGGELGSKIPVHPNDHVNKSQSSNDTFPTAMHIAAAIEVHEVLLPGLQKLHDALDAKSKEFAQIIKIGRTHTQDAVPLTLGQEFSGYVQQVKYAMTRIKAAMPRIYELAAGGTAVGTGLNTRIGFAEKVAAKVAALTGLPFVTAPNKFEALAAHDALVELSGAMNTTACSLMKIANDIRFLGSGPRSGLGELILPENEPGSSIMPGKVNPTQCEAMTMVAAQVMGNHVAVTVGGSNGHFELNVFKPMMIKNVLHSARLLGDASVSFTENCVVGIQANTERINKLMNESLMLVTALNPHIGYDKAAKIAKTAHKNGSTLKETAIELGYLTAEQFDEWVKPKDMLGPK
p53null 32C kill = qHTS Screen for Compounds that Selectively Target Cancer Cells with p53 Mutations: Cytotoxicity of p53 Null Cells at the Permissive Temperature | AID 903, 2007 | H1299-neo p53 null cells, ATP luminescence, 24 h, 32C | actives 0.62% (n = 55,000) | Potency, µM (top dose mostly 46.1 µM), for inactives: at the highest dose activity change, negative = cytotoxicity, actives largely listed as cytotoxic;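 also: potency is read from the fitted curve at half-maximal effect; 0% = DMSO only and -100% = full killing by 100 µM tamoxifen; nearly all actives have a fitted effect of over 55% in size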
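H1299-neo (p53-null) cells, 600/well, were pre-incubated overnight at 37C, then exposed to compounds at up to 46 uM for 24 hr at 32C. Viability was measured as ATP content by luminescence, and AC50 values came from Hill fits.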
NTMT1 inhibitor = Primary qHTS for Inhibitors of N-terminal methyltransferase 1 (NTMT1): MTaseGlo Assay | N-terminal Xaa-Pro-Lys N-methyltransferase 1 (Homo sapiens), Q9BV86 | NTMT1 MTase-Glo SAH luminescence, purified enzyme | Potency, µM (titrated, usually from 114 µM), for the others: at the top dose activity change, negative = inhibition, hits mostly inhibitors | actives 2.5% (n = 59,000) | AID 1645870, 2021;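 also: potency is read from the fitted curve at half-maximal effect; plate controls were DMSO vehicle for no effect and no enzyme for full effect; nearly all actives have a fitted effect of over 65% in size; many of its hits are not listed in these tables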
Target sequence (Q9BV86 whole entry, looked up): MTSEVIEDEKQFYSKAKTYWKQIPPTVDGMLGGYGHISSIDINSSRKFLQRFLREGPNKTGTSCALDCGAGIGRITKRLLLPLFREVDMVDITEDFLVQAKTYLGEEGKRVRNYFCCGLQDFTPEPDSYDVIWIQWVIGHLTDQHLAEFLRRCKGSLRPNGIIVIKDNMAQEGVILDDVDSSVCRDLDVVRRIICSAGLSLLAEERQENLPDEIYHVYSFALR
B2AR arrestin ag = qHTS assay of beta-arrestin-biased ligands of beta2-adrenergic receptor: NCGC Sytravon Library Screen; Potency, µM (series often up to 46.1 µM), without a hit: top-dose activation, hits mostly activators; AID 1347077, 2019; Beta-2 adrenergic receptor (Homo sapiens), P07550; HTLA Tango cells, beta-arrestin recruitment, luciferase luminescence, 18 h; 44,000 tested, under 10 active;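 also: potency is read from the fitted curve at half-maximal effect; 0% = DMSO and full agonism = EC100 isoproterenol or metaproterenol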
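Tango cells (recombinant beta2-AR, beta-arrestin, tTA-driven luciferase), 1500/well in DMEM 1% FBS, treated 18 h at 37 °C with compounds up to 46 µM; luciferin mix added, luminescence read after 15 min; %activity curves fitted and curve-classed.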
TSG101-PTAP inh = qHTS Validation Assay for Inhibitors of HIV-1 Budding by Blocking the Interaction of PTAP/TSG101: Sytravon Library Screen; Tumor susceptibility gene 101 protein (Homo sapiens), Q99816; Fluorescence polarization, FITC-PTAP peptide/Tsg101, 20 min; Potency, µM (top dose mostly 115 µM), inactives show at the highest dose activity change, negative = inhibition, most hits filed as inhibitors; 44,000 tested, under 10 active; AID 1347069, 2019; also: potency is read from the fitted curve at half-maximal effect; 0% is about no effect
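FITC-labeled PTAP peptide (50 nM final) binding to Tsg101 binding domain (10 uM final) read by fluorescence polarization after 20 min at r.t. in HEPES pH 7.5 buffer. Actives by CRC class, <25 µM.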
p53null 39C kill = qHTS Screen for Compounds that Selectively Target Cancer Cells with p53 Mutations: Cytotoxicity of p53 Null Cells at the Nonpermissive Temperature; H1299 p53-null (neo) cells, 39C, ATPlite viability, 24 h; Potency, µM (highest dose often 46.1 µM), inactives show at the highest dose activity, negative = cell killing, usual class: cytotoxic; actives 0.97% (n = 55,000); AID 904, 2007;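 also: potency is read from the fitted curve at half-maximal effect; 0% = DMSO only and -100% = full killing by 100 µM tamoxifen; nearly all actives have a fitted effect of over 50% in size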
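Temperature-shift cytotoxicity format: compound titrations on p53-null or A138V-expressing H1299 cells held 24 hr at 39C, cell ATP then measured, AC50 from Hill model.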
* = called active by the depositor; ? = inconclusive; . = not tested or not shown; [ ] = remark or other dose. Calls follow the shape of the dose curve; as a rule, active = well fitted curve in the direction sought with a large enough effect; inconclusive = small, poorly fitted or top-dose-only effect, or another doubt; inactive = no such curve, though single readings can be large; an effect the other way counts as inactive or inconclusive. Only part of the results is shown; rates above refer to the full screens.

SMILES	GALK inhibitor	p53null 39C kill	FH mod	TSG101-PTAP inh	B2AR arrestin ag	NTMT1 inhibitor	p53null 32C kill
COc1ccc(C2C(C(=O)Nc3ccc(Cl)cc3)=C(C)Nc3nc(SCc4cccc(C)c4)nn32)cc1OC (stereo unspecified)	3%	5%	2%	2%	1%	3%	0%
CCOc1ccc(-c2cc(C(=O)NCc3ccccc3Cl)c3ccccc3n2)cc1	-5%	11%	-21%	-2%	0%	8%	-11%
Cc1cc(C)c(NC(=O)C2CCN(C(=O)N3CCOc4ccccc43)CC2)c(C)c1	4%	-13%	-10%	3%	1%	4%	0%
COc1ccc(OCC(=O)OCc2cc(=O)n3nc(-c4cccs4)sc3n2)cc1	1%	-9%	-12%	0%	1%	-4%	-4%
Cc1ccc(Cl)cc1NC(=O)C(=O)NCCc1sc(-c2ccc(F)cc2)nc1C	-4%	2%	10%	-1%	-1%	3%	3%
Cc1nn(-c2ccccc2)c(OC(=O)c2ccccc2F)c1S(=O)(=O)c1ccccc1	1%	0%	-3%	-8%	1%	10%	-7%
COc1cccc(CCNC(=O)c2c(O)nc3c(C)cccn3c2=O)c1	5%	8%	-16%	-3%	1%	-12%	2%
O=C(c1ccc2c(c1)CCN2S(=O)(=O)c1ccc(Cl)cc1)N1CCN(c2ccc(F)cc2)CC1	-1%	1%	-11%	-2%	-2%	3%	9%
Cc1cccc(Cn2cc(S(=O)(=O)c3cccc(C)c3)c(=O)c3cc(F)c(N4CCOCC4)cc32)c1	5%	-14%	-5%	0%	0%	6%	5%
Cc1ccc(-c2n[nH]c3c2C(c2cccc(O)c2)N(c2ccc(C(=O)O)cc2)C3=O)cc1 (stereo unspecified)	4%	4%	?	-12%	1%	-30%	-21%
CC1=C(C(=O)Nc2ccc(C)cc2C)C(c2cccs2)n2nc(SCc3ccccc3Cl)nc2N1 (stereo unspecified)	-4%	15%	-4%	2%	0%	2%	9%
CCOc1ccccc1C(=O)N1CCCCC1CCN1CCOCC1 (stereo unspecified)	1%	-30%	6%	-3%	-1%	7%	-6%
O=S(=O)(c1ccc(-n2cnnn2)cc1)N1CCN(c2ccccc2F)CC1	2%	-17%	-4%	1%	-2%	12%	-6%
Cc1cc(S(=O)(=O)Nc2cc3c(cc2C)n(C)c(=O)c(=O)n3C)ccc1F	1%	-5%	1%	-2%	0%	-18%	-2%
CCc1c(C)sc2c1CCN(C(=O)Nc1cc(C)ccc1OC)C2c1ccc(F)cc1 (stereo unspecified)	4%	-9%	?	-8%	0%	1%	-2%
CCN1CCN(C(=O)c2ccc3c(c2)N(Cc2cc(C)ccc2C)C(=O)c2ccccc2S3(=O)=O)CC1	0%	-1%	2%	3%	-2%	14%	-4%
O=C(Nc1ccc(F)c(Cl)c1)C1CCN(S(=O)(=O)c2ccc3c(c2)CCCN3C(=O)C2CCC2)CC1	-1%	-1%	-18%	2%	-1%	9%	5%
Cc1ccc(C2c3c(oc4ccccc4c3=O)C(=O)N2c2ccc(C)cn2)cc1 (stereo unspecified)	3%	-19%	1%	-7%	1%	28%	-2%
COc1ccc(-c2nn(C)c3sc(C(=O)N4CCN(c5cccc(C)c5C)CC4)cc23)cc1OC	7%	8%	-3%	-2%	0%	4%	15%
COc1cccc(CNC(=O)Cc2c(C(=O)O)c(C)cn2C)c1	-2%	-16%	-31%	2%	-3%	6%	-1%
CC(C)c1ccc2oc(-c3cccc(NC(=O)c4ccc5c(c4)OCCO5)c3)nc2c1	-14%	-27%	?	-1%	1%	-2%	-12%
COc1cccc(CNC(=O)c2ccc3c(c2)nc2n3CCOC2)c1OC	3%	-17%	3%	-4%	-1%	11%	-8%
COc1cccc(CC(=O)Nc2ccc3nc(Nc4cccc(C(F)(F)F)c4)cc(C)c3c2)c1	1%	-13%	?	-2%	-1%	-3%	9%
CCc1ccccc1NC(=O)CCCN1C(=O)CCn2nc(-c3cn(C)c4ccccc34)cc21	-5%	5%	2%	-1%	-1%	-6%	-3%
CSc1cccc(NC(=O)C2CCN(c3nc4ccccc4[nH]3)CC2)c1	-4%	-7%	-13%	-6%	0%	-5%	3%
COc1ccccc1C(=O)NCc1ccc2c(c1)CCN2C(=O)c1cccc(C)c1	-1%	78%[activator]	-10%	-1%	1%	?	-2%
CCOc1cc(C2C(C(=O)Nc3ccccc3)=C(C)Nc3ncnn32)cc(Br)c1O (stereo unspecified)	2%	-14%	-1%	-4%	0%	-2%	-5%
CCOc1ccc(NC(=O)c2oc3ccccc3c2NC(=O)c2c(F)cccc2F)cc1	6%	3%	-30%	0%	1%	7%	-13%
COc1ccc(NC(=O)Nc2nnc(SCC(=O)Nc3cccc(C)c3C)s2)cc1	-2%	7%	-11%	3%	-4%	-5%	?
COc1ccc(C(=O)NCCn2cc(SCC(=O)NCCc3ccc(OC)c(OC)c3)c3ccccc32)cc1	-2%	.	-13%	-4%	1%	?	.
Cc1cc(O)c(CN2CCN(c3ccccc3)CC2)c2oc(=O)cc(C)c12	-11%	2%	-1%	0%	-2%	-4%	-1%
CCn1c(NCc2cccc(Cl)c2)nc2ccccc21	7%	-11%	-11%	-1%	-4%	13%	-5%
COc1ccc2c(c1)-c1nc(NC(=O)c3ccc(C)cc3)sc1CC2	?	?	-40%	-2%	0%	-26%	-22%
COc1ccc(CNC(=O)CSc2ncc3c(n2)-c2cc(Cl)ccc2N(C)S3(=O)=O)cc1	0%	-2%	19%	3%	1%	-16%	-3%
COc1cc(Cl)c(C)cc1NC(=O)CSc1cc(=O)n(C)c2cc(Cl)ccc12	8%	17%	-14%	1%	1%	12%	-1%
Cc1ccccc1C(=O)Nc1nnc(SCc2cc(=O)c3c(C)ccc(C)c3[nH]2)s1	0%	-6%	-5%	-2%	0%	?	-12%
Cc1nc2ccccn2c(=O)c1NC(=O)c1ccccc1Cl	-1%	6%	-3%	-1%	1%	7%	0%
Cc1[nH]c2ccc(C(=O)NCCc3ccccc3Cl)cc2c1C	0%	-29%	-21%	0%	0%	89µM*	-6%
Cc1ccc(NS(=O)(=O)c2ccc3c(c2)n(C)c(=O)n3C)c(C)c1	0%	-3%	-17%	0%	1%	1%	-2%
C=Cc1ccc(Cn2c(C(=O)O)c(CNCc3ccc(F)cc3)c3ccc(C)cc32)cc1	-1%	?	-28%	0%	-1%	1%	47%[activator]
CCOC(=O)N1CCN(Cc2nc3cc(NC(C)=O)ccc3n2C(C)C)CC1	-6%	-7%	-3%	-2%	-3%	9%	3%
Cc1ccc(Nc2cc(=O)[nH]c(=O)[nH]2)cc1C	-20%	15%	-2%	0%	-1%	-13%	0%
CC(C)c1ccc(NC(=O)CN2C(=O)C3(SCC(=O)N3c3ccc(F)cc3)c3ccccc32)cc1 (stereo unspecified)	1%	11%	-10%	-12%	1%	3%	6%
CC(C)(C)OC(=O)N1CCC(c2c(C(=O)O)cnn2-c2ccc(F)cc2F)CC1	7%	10%	-5%	-1%	-3%	-4%	-6%
Cc1nn(-c2ccccc2)c(OC(=O)c2ccccc2)c1S(=O)(=O)c1ccccc1	-9%	-16%	-11%	-3%	-1%	27%	1%
Cc1nc(-c2ccccc2)sc1-c1ccc(SCC(=O)NCc2ccc(Cl)cc2)nn1	3%	-24%	5%	-2%	1%	-10%	-9%
Cc1ccc(CCNC(=O)C2CCCN(c3nnc(C)c4c(C)n(-c5ccccc5)nc34)C2)cc1 (stereo unspecified)	3%	-20%	-26%	-1%	1%	-23%	-1%
CC1=C(c2ccc(C(C)C)cc2)S(=O)(=O)N=C1N1CCC(C(=O)NCc2ccco2)CC1	0%	?	3%	0%	1%	0%	3%
COc1ccc(OCC(=O)Nc2nnc3n2CCS3)cc1	1%	19%	19%	2%	0%	10%	-2%
O=C(Cc1ccc(F)cc1)Nc1nnc2n1CCS2	1%	15%	12%	0%	-1%	18%	-1%
O=c1c2cc3c(cc2n(Cc2ccc(F)cc2)c(=O)n1Cc1nc(-c2ccccc2)no1)OCO3	1%	-21%	9%	4%	-1%	7%	-2%
COc1cc(NC(=O)CCS(=O)(=O)c2ccc3c(c2)CC(=O)N3C)cc(OC)c1OC	0%	-27%	-20%	-5%	2%	7%	-3%

Results in FH mod, for two of the compounds above:
| molecule | FH mod |
| --- | --- |
| C=Cc1ccc(Cn2c(C(=O)O)c(CNCc3ccc(F)cc3)c3ccc(C)cc32)cc1 | -28% |
| CCn1c(NCc2cccc(Cl)c2)nc2ccccc21 | -11% |

Ordered by length of the SMILES (lowest first): part of the list above.
SMILES	GALK inhibitor	p53null 39C kill	FH mod	TSG101-PTAP inh	B2AR arrestin ag	NTMT1 inhibitor	p53null 32C kill
Cc1ccc(Nc2cc(=O)[nH]c(=O)[nH]2)cc1C	-20%	15%	-2%	0%	-1%	-13%	0%
COc1cc(Cl)c(C)cc1NC(=O)CSc1cc(=O)n(C)c2cc(Cl)ccc12	8%	17%	-14%	1%	1%	12%	-1%
Cc1nc(-c2ccccc2)sc1-c1ccc(SCC(=O)NCc2ccc(Cl)cc2)nn1	3%	-24%	5%	-2%	1%	-10%	-9%
C=Cc1ccc(Cn2c(C(=O)O)c(CNCc3ccc(F)cc3)c3ccc(C)cc32)cc1	-1%	?	-28%	0%	-1%	1%	47%[activator]
COc1ccc(C(=O)NCCn2cc(SCC(=O)NCCc3ccc(OC)c(OC)c3)c3ccccc32)cc1	-2%	.	-13%	-4%	1%	?	.
